Compound activity deposited in PubChem BioAssay by National Center for Advancing Translational Sciences (NCATS).
ERG-DNA inh: ERG Ets/DNA interaction inhibition; P11308; fluorescence polarization, His-ERG Ets domain / labelled DNA; Potency, µM (highest dose often 76.9 µM), inactives show top-dose FP activity, negative = inhibition, hits mostly inhibitors; 0.028% of 370,000 active; AID 624246; active = well fitted inhibition curve with a large enough effect in the polarisation, with a control signal flat; inconclusive = small, poorly fitted or top-dose-only effect, or effect the other way, or a change in a side signal; inactive = no such curve, though single readings can be large or run the other way; the % refers to the polarisation;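 note: polarization taken with two DNA probes labelled with fluorescein and Texas red; % of control where 0% means no effect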
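His-tagged ERG Ets domain (1 uM in the protein solution; 300mM KCl, 50mM Tris-HCl, 1mM EDTA, 1mM DTT, pH 7.5) received compound, then a probe mix of 5 nM fluorescein-DNA and 100nM Texas-615-DNA. Fluorescence polarization was read for both dyes.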
HP1b binding inh: HP1-beta chromodomain-methylated histone interaction inhibition. P83916. AlphaScreen HP1-beta / biotin-H3K9me3 peptide binding. Potency, µM (series often up to 114 µM), without a hit: at the highest dose activity change, negative = inhibition, usual class: inhibitors. 0.56% of 390,000 active. AID 540317; note: nearly all actives have a fitted effect of over 70% in size; inactives centre near 23
Target sequence (P83916 whole entry, looked up): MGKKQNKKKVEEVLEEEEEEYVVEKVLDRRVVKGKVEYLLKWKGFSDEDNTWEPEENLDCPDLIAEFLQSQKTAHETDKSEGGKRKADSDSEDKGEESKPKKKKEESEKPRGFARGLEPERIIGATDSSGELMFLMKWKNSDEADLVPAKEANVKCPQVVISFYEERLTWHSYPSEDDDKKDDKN
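AlphaScreen: HP1-beta (50 nM) preformed 30 min with biotin-H3(1-18)K9me3 peptide (50 nM) in PBS pH 7.4, 0.01% Tween-20. Compound added for 30 min at RT, then streptavidin donor/nickel chelate acceptor beads (10 ug/mL) for 30 min.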
JMJD2A Tudor: JMJD2A Tudor domain (human) inhibition | AlphaScreen JMJD2A-Tudor / H3K4me3 peptide binding | Potency, µM (highest dose often 114 µM), inactives show at the highest dose activity change, negative = inhibition, usual class: inhibitors | 4.4% of 390,000 active | AID 504339; note: % is set by controls: 0 for no effect and ±100 for the full control effect; nearly all actives have a fitted effect of over 50% in size
Tb PGK inh: T. brucei PGK inhibition. Potency, µM (titrated, usually from 57.5 µM), without a hit: top-dose activity change, negative = inhibition, actives largely listed as inhibitors. PGK/GAPDH coupled, Kinase-Glo luminescence, 60 min. 0.043% of 380,000 active; note: % is set by controls: 0 for no effect and ±100 for the full control effect; nearly all actives have a fitted effect of over 60% in size
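Recombinant glycosomal PGK reaction used 1,3-bisphosphoglycerate generated in-well by GAPDH (100nM final) in 100mM TEA pH 7.6, 5mM MgCl2, 0.01% Tween-20. After 60 minutes at room temperature, ATP was read by Kinase-Glo Plus luminescence end-point.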
12-LOX inh: ALOX12 (human) lipoxygenase inhibition | purified 12hLO, xylenol orange hydroperoxide absorbance | Potency, µM (doses to about 108 µM), for inactives: at the highest dose activity change, negative = inhibition, actives largely listed as inhibitors | 1.1% of 580,000 active | AID 1671190; note: % is set by controls: 0 for no effect and ±100 for the full control effect
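Purified human 12hLO (150 nM final) in 25 mM Hepes, 0.01% Triton X-100, pH 7.0 was preincubated 15 min at room temperature with compound. Then 40 uM arachidonic acid was added, 30 min. Hydroperoxide was read by Fe-XO absorbance ratio 573/405 nm.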
RGS4 inhibitor: inhibitors of human regulator of G protein signaling 4; 0.039% of 390,000 active; Transcreener GDP fluorescence polarization, RGS4-accelerated GTP hydrolysis; Potency, µM (highest dose often 114 µM), without a hit: at the highest dose activity change, negative = inhibition, actives largely listed as inhibitors; P49798; note: % is set by controls: 0 for no effect and ±100 for the full control effect; nearly all actives have a fitted effect of over 75% in size; some results filed as inactive show a strong effect at the top dose
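MLSMR compounds (23 nl, pin-transferred) preincubated 10 min at room temperature with a 500nM (2x) first reagent, then RGS4 at 900nM (2x) plus Transcreener GDP mix added; fluorescence polarization (620/688 nm) read before and after 90 min at 30 °C.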
Pin1 inh: blocks the human prolyl isomerase Pin1; Q13526; 0.009% of 390,000 active; Pin1 FP peptide displacement, HiFluor488, 10 min; Potency, µM (doses to about 115 µM), for the others: at the highest dose activity, negative = inhibition, most hits filed as inhibitors; AID 504891; active = well fitted inhibition curve with a large enough effect in the polarisation, with a control signal flat, not every such curve was filed as active; inconclusive = small, poorly fitted or top-dose-only effect, or effect the other way, or a change in a side signal; inactive = no such curve, though single readings can be large or run the other way; the % refers to the polarisation; note: % is set by controls: 0 for no effect and ±100 for the full control effect
Target sequence (Q13526 whole entry, looked up): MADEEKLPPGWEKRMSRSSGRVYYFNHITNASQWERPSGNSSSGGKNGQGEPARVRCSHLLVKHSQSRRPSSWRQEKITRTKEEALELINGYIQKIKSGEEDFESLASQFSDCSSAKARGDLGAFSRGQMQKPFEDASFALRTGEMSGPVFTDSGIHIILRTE
rTrxR1 inhibitor: inhibitors of rat thioredoxin reductase 1 | recombinant rTrxR1, NADPH fluorescence consumption, selenite substrate | Potency, µM (titrated, usually from 114 µM), for the others: at the top dose activity change, negative = inhibition, actives largely listed as inhibitors | 1% of 390,000 active; note: % is set by controls: 0 for no effect and ±100 for the full control effect; nearly all actives have a fitted effect of over 65% in size
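Rat TrxR1 (90 nM in the dispensed reagent) was pre-reduced with 400 uM NADPH for 5 min at room temperature, then incubated with compound for 15 min. After 400 uM selenite was added, NADPH fluorescence (Ex 340/Em 450 nm) was followed for 8 min.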
GLS inhibitor: blocks human kidney-isoform glutaminase activity; O94925; GLS enzymatic activity, qHTS titration; Potency, µM (top dose mostly 45.5 µM), inactives show at the highest dose activity change, negative = inhibition, hits mostly inhibitors; 0.21% of 410,000 active; note: % is set by controls: 0 for no effect and ±100 for the full control effect
Target sequence (O94925 whole entry, looked up, canonical isoform): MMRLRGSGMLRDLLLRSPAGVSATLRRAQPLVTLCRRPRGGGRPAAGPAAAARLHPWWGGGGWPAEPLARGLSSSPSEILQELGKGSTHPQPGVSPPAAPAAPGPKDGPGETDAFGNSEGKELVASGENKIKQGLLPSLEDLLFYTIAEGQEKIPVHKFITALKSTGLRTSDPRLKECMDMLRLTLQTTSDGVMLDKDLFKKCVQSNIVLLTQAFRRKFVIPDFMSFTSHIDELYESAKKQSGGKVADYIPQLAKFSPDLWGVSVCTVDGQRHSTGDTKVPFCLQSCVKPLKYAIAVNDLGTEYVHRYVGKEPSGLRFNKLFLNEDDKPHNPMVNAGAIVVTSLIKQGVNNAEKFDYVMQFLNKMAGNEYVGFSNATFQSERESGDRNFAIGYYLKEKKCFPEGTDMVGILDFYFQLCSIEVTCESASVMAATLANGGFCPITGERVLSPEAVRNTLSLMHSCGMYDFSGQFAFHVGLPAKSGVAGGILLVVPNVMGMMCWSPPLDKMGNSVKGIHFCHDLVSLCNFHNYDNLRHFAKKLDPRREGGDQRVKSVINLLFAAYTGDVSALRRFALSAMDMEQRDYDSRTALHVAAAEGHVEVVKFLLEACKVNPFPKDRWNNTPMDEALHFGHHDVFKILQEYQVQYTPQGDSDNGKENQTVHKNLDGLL
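Human kidney-isoform GLS in 45 mM KH2PO4 pH 8.2, 0.02% Tween-20, with compound, started with 1mM L-Glutamine (added stock). Glutamate oxidase/HRP/Amplex red coupled fluorescence read at start and after 30 min at RT.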
Active calls of the source: *; [ ] = another dose, or the depositor's remark. Unless noted, calls come from the whole dose curve; as a rule, active = well fitted curve in the direction sought with a large enough effect; inconclusive = small, poorly fitted or top-dose-only effect, or another doubt; inactive = no such curve, though single readings can be large; an effect the other way counts as inactive or inconclusive. Potency is the fitted concentration of half-maximal effect. Not all compounds are listed; the hit share may differ from the screen's.

How did N#C/C(=C\C=C\c1ccccc1)C(=O)NCc1ccco1 do in these assays?
ERG-DNA inh: 9%; HP1b binding inh: 12%; JMJD2A Tudor: -17%; Tb PGK inh: -3%; 12-LOX inh: -5%; RGS4 inhibitor: -26%; Pin1 inh: 0%; rTrxR1 inhibitor: 7%[57.1 µM]; GLS inhibitor: -5%

Results for COc1ccc(C(=O)C2CCCN(C(=O)Cc3c(C)noc3C)C2)cc1OC (centres undefined) ?
ERG-DNA inh: -6%; HP1b binding inh: 24%; JMJD2A Tudor: -6%; Tb PGK inh: 7%; 12-LOX inh: inconclusive; RGS4 inhibitor: 8%; Pin1 inh: -5%; rTrxR1 inhibitor: 15%[57.1 µM]; GLS inhibitor: 0%

How did S=C(NCc1ccco1)N1CCN(c2ccccn2)CC1 do in these assays?
ERG-DNA inh: inconclusive; HP1b binding inh: 16%; JMJD2A Tudor: -6%; Tb PGK inh: -2%; 12-LOX inh: -1%; RGS4 inhibitor: 15%; Pin1 inh: 8%; rTrxR1 inhibitor: 28%; GLS inhibitor: 1%

Results for Cc1ccc2cc(COC(=O)C3CCCO3)c(=O)[nH]c2c1 (centres undefined) ?
ERG-DNA inh: 2%; HP1b binding inh: 15%; JMJD2A Tudor: -15%; Tb PGK inh: -3%; 12-LOX inh: 0%; RGS4 inhibitor: -15%; Pin1 inh: 8%; rTrxR1 inhibitor: 14%[57.1 µM]; GLS inhibitor: 3%

What do the screens show for `CCOC(=O)c1cnc2c(c(C)nn2CC)c1Cl`?
ERG-DNA inh: -7%; HP1b binding inh: 28%; JMJD2A Tudor: -5%; Tb PGK inh: -8%; 12-LOX inh: 0%; RGS4 inhibitor: 5%; Pin1 inh: 0%; rTrxR1 inhibitor: -14%[57.1 µM]; GLS inhibitor: -1%

What do the screens show for `Cc1cc(C(=O)NNC(=S)Nc2cccc(C(F)(F)F)c2)nn1C`?
ERG-DNA inh: -6%; HP1b binding inh: 20%; JMJD2A Tudor: -21%; Tb PGK inh: inactive; 12-LOX inh: 7%; RGS4 inhibitor: -29%; Pin1 inh: -11%; rTrxR1 inhibitor: 0%; GLS inhibitor: 4%

Results for CCCC(=O)Nc1ccc2c(c1)nc(CCNC(=O)c1ccccc1)n2C ?
ERG-DNA inh: 2%; HP1b binding inh: 51%[activator]; JMJD2A Tudor: -4%; Tb PGK inh: -8%; 12-LOX inh: 5%; RGS4 inhibitor: -15%; Pin1 inh: 0%; rTrxR1 inhibitor: 4%[57.1 µM]; GLS inhibitor: 0%

Results for S=C(NC1CCCCC1)N1CCN(Cc2ccccc2)CC1 ?
ERG-DNA inh: -2%; HP1b binding inh: 21%; JMJD2A Tudor: -14%; Tb PGK inh: -6%; 12-LOX inh: 7%; RGS4 inhibitor: -17%; Pin1 inh: 0%; rTrxR1 inhibitor: 5%; GLS inhibitor: 5%

Results for O=C(Nc1nnc(-c2ccc(F)cc2)o1)c1cc(Cl)sc1Cl ?
ERG-DNA inh: -2%; HP1b binding inh: 26%; JMJD2A Tudor: -16%; Tb PGK inh: -6%; 12-LOX inh: 20%; RGS4 inhibitor: -4%; Pin1 inh: 4%; rTrxR1 inhibitor: 9%; GLS inhibitor: 14%

What do the screens show for `O=C(N1CCOCC1)N1CCN(c2nc(-c3ccccc3)cs2)CC1`?
ERG-DNA inh: 8%; HP1b binding inh: 7%; JMJD2A Tudor: -26%; Tb PGK inh: -10%; 12-LOX inh: inconclusive; RGS4 inhibitor: -9%; Pin1 inh: 1%; rTrxR1 inhibitor: -7%; GLS inhibitor: 1%

Results for Cc1onc(-c2ccccc2)c1C(=O)N/N=C/C=C/c1ccccc1 ?
ERG-DNA inh: -8%; HP1b binding inh: 33%; JMJD2A Tudor: -16%; Tb PGK inh: 7%; 12-LOX inh: 195%[activator]; RGS4 inhibitor: 13%; Pin1 inh: inconclusive; rTrxR1 inhibitor: -3%; GLS inhibitor: -1%

What do the screens show for `O=C(COC(=O)c1ccc(OC(F)F)cc1)NC(=O)NC1CCCC1`?
ERG-DNA inh: 0%; HP1b binding inh: 44%[activator]; JMJD2A Tudor: -4%; Tb PGK inh: -10%; 12-LOX inh: 177%[activator]; RGS4 inhibitor: 4%; Pin1 inh: -7%; rTrxR1 inhibitor: 23%; GLS inhibitor: 3%

How did CCOc1ccc(C(C(=O)NCC2CCCO2)N(C(=O)c2snc(C(N)=O)c2N)c2ccccc2F)cc1 (centres undefined) do in these assays?
ERG-DNA inh: -10%; HP1b binding inh: 43%[activator]; JMJD2A Tudor: -6%; Tb PGK inh: -4%; 12-LOX inh: -1%; RGS4 inhibitor: -6%; Pin1 inh: -5%; rTrxR1 inhibitor: 3%; GLS inhibitor: -2%

Results for Cc1cc(=O)oc(C)c1C(=O)NCc1ccc(F)cc1 ?
ERG-DNA inh: -7%; HP1b binding inh: 11%; JMJD2A Tudor: -12%; Tb PGK inh: -10%; 12-LOX inh: -22%; RGS4 inhibitor: 19%; Pin1 inh: 3%; rTrxR1 inhibitor: 4%; GLS inhibitor: 13%

How did COc1ccc(C2c3ccc(O)cc3Oc3ncn4nc(-c5ccco5)nc4c32)cc1OC (centres undefined) do in these assays?
ERG-DNA inh: -1%; HP1b binding inh: 4%; JMJD2A Tudor: -18%; Tb PGK inh: -2%; 12-LOX inh: -17%; RGS4 inhibitor: -13%; Pin1 inh: 26%; rTrxR1 inhibitor: 0%; GLS inhibitor: -11%

Results for O=C(Nc1cc(Cl)ccc1Cl)c1ccc(OC(=O)c2ccco2)cc1 ?
ERG-DNA inh: -6%; HP1b binding inh: 12%; JMJD2A Tudor: -2%; Tb PGK inh: 2%; 12-LOX inh: -5%; RGS4 inhibitor: 11%; Pin1 inh: 0%; rTrxR1 inhibitor: 22%; GLS inhibitor: -1%

What do the screens show for `c1cncc(-c2noc(C34CC5CC(CC(C5)C3)C4)n2)c1`?
ERG-DNA inh: -3%; HP1b binding inh: 35%; JMJD2A Tudor: 9%; Tb PGK inh: -2%; 12-LOX inh: 22%; RGS4 inhibitor: -8%; Pin1 inh: 1%; rTrxR1 inhibitor: -18%; GLS inhibitor: -18%

What do the screens show for `O=C(NC1CCCC1)C(c1ccc(F)cc1)N(C(=O)c1csnn1)c1ccccc1F` (centres undefined)?
ERG-DNA inh: -1%; HP1b binding inh: 21%; JMJD2A Tudor: -10%; Tb PGK inh: 5%; 12-LOX inh: 0%; RGS4 inhibitor: 0%; Pin1 inh: 2%; rTrxR1 inhibitor: 11%; GLS inhibitor: -9%

How did COc1cc(C(=O)OCC(=O)NC(=O)NC2CCCCC2)cc(Cl)c1OC do in these assays?
ERG-DNA inh: -17%; HP1b binding inh: 21%; JMJD2A Tudor: -10%; Tb PGK inh: -1%; 12-LOX inh: 4%; RGS4 inhibitor: -7%; Pin1 inh: 1%; rTrxR1 inhibitor: 12%; GLS inhibitor: -17%

How did COc1ccc(C)cc1N(CC(=O)O)S(=O)(=O)c1ccc(C)cc1 do in these assays?
ERG-DNA inh: -6%; HP1b binding inh: 27%; JMJD2A Tudor: 3%; Tb PGK inh: 5%; 12-LOX inh: 24%; RGS4 inhibitor: 15%; Pin1 inh: -9%; rTrxR1 inhibitor: 12%; GLS inhibitor: 23%

Results for Cn1cc([N+](=O)[O-])c(C(=O)Nc2ccc(C3CCCCC3)cc2)n1 ?
ERG-DNA inh: -7%; HP1b binding inh: 21%; JMJD2A Tudor: -13%; Tb PGK inh: -3%; 12-LOX inh: -27%; RGS4 inhibitor: 3%; Pin1 inh: 0%; rTrxR1 inhibitor: 23%; GLS inhibitor: 2%

Results for CCN(c1ccc(NC(=O)CSCc2c(C)noc2C)cc1)C(C)C ?
ERG-DNA inh: -4%; HP1b binding inh: -10%; JMJD2A Tudor: inconclusive; Tb PGK inh: -2%; 12-LOX inh: -7%; RGS4 inhibitor: -12%; Pin1 inh: 1%; rTrxR1 inhibitor: 5%; GLS inhibitor: 33%[activator]

3 structures out of the list, arranged by SMILES length, falling:
How did CCOc1ccc(C(C(=O)NCC2CCCO2)N(C(=O)c2snc(C(N)=O)c2N)c2ccccc2F)cc1 (centres undefined) do in these assays?
ERG-DNA inh: -10%; HP1b binding inh: 43%[activator]; JMJD2A Tudor: -6%; Tb PGK inh: -4%; 12-LOX inh: -1%; RGS4 inhibitor: -6%; Pin1 inh: -5%; rTrxR1 inhibitor: 3%; GLS inhibitor: -2%

Results for COc1ccc(C(=O)C2CCCN(C(=O)Cc3c(C)noc3C)C2)cc1OC (centres undefined) ?
ERG-DNA inh: -6%; HP1b binding inh: 24%; JMJD2A Tudor: -6%; Tb PGK inh: 7%; 12-LOX inh: inconclusive; RGS4 inhibitor: 8%; Pin1 inh: -5%; rTrxR1 inhibitor: 15%[57.1 µM]; GLS inhibitor: 0%

Results for CCN(c1ccc(NC(=O)CSCc2c(C)noc2C)cc1)C(C)C ?
ERG-DNA inh: -4%; HP1b binding inh: -10%; JMJD2A Tudor: inconclusive; Tb PGK inh: -2%; 12-LOX inh: -7%; RGS4 inhibitor: -12%; Pin1 inh: 1%; rTrxR1 inhibitor: 5%; GLS inhibitor: 33%[activator]
